Assay outcomes deposited in PubChem by National Center for Advancing Translational Sciences (NCATS).
CBFb-RUNX1 inh: CBF-beta/RUNX1 interaction disruption; Q01196+Q13951; AlphaScreen CBFb-His/RUNX1-biotin binding, biochemical; Potency, µM (top dose mostly 59.8 µM), for inactives: at the highest dose activity, negative = inhibition, hits mostly inhibitors; 230,000 tested, under 10 active; AID 1477; further: % of control where 0% means no effect
Target sequence (Q01196 whole entry, looked up): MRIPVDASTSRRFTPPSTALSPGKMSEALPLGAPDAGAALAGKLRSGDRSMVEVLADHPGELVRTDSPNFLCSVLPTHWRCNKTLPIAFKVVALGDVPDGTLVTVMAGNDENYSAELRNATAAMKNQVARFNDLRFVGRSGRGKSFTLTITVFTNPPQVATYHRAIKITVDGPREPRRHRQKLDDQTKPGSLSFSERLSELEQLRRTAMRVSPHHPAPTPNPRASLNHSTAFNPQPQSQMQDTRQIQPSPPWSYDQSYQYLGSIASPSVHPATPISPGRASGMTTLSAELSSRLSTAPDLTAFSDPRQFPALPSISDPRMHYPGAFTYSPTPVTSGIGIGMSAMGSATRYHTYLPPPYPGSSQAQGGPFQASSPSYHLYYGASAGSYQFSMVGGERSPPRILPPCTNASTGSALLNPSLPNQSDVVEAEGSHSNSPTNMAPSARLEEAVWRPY
Target sequence (Q13951 whole entry, looked up): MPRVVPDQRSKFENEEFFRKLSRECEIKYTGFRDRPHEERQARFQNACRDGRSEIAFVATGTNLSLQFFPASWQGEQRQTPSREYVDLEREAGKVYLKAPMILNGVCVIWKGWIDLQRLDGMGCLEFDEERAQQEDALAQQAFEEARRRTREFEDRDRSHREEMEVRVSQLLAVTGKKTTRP
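Inhibition was taken as any reduction in AlphaScreen signal from the CBF-beta–RUNX1 pair (His and biotin tags, 30 nM each), measured after compound (15 min) and bead (90 min) incubations at room temperature.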
HttQ103 aggreg: reduces HttQ103-GFP aggregates in PC12 cells; PC12 HttQ103-GFP aggregates, Acumen cytometry, 40 h; Potency, µM (top dose mostly 46.1 µM), inactives show at the highest dose activity change, negative = inhibition, usual class: inhibitors; hit rate 1.1% among 220,000; further: potency means the concentration at half of the fitted maximal effect; on the % scale 0 is the no-effect control and ±100 the full control effect; nearly all actives have a fitted effect of over 60% in size
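Aggregates are detected as GFP objects 1–25 µm with signal 6 STDEV over background in lysates of induced PC12 cells. These carry Huntingtin exon 1 with 103 glutamines fused to GFP under an ecdysone promoter; compounds titrated.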
Luc counter: Kinase-Glo luciferase inhibition (counter-screen); Q27757; Potency, µM (highest dose often 38.3 µM), without a hit: at the highest dose activity change, negative = inhibition, hits mostly inhibitors; hit rate 0.28% among 200,000; Kinase-Glo luciferase, ATP luminescence, 8 min; AID 1379; further: potency means the concentration at half of the fitted maximal effect; on the % scale 0 is the no-effect control and ±100 the full control effect; nearly all actives have a fitted effect of over 60% in size
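Light output from Kinase-Glo luciferase with luciferin and 10 uM ATP in 50 mM imidazole pH 7.2, KCl, MgCl2, Tween 20, BSA; compound pin-delivered, 8-min ambient incubation, then luminescence read.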
L3MBTL1 inh: blocks human L3MBTL1 | AID 485360 | AlphaScreen L3MBTL1–H3K9me1 peptide binding | Potency, µM (top dose mostly 57.1 µM), inactives show at the top dose activity, negative = inhibition, most hits filed as inhibitors | hit rate 0.66% among 230,000; further: potency means the concentration at half of the fitted maximal effect; on the % scale 0 is the no-effect control and ±100 the full control effect; nearly all actives have a fitted effect of over 60% in size
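Displacement of a biotinylated histone H3(1-15) peptide monomethylated at Lys9 (75 nM) from L3MBTL1 (50 nM) was measured by AlphaScreen after a 30 min room-temperature compound incubation; cefsulodin titration served as intraplate control.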
Epigenetic reg: regulators of epigenetic silencing causing reporter derepression in mouse cells. murine LDR cells, GFP reporter derepression, 30 h. Potency, µM (highest dose often 53.9 µM), without a hit: at the top dose GFP activation, most hits filed as activators. hit rate 0.2% among 280,000; further: potency means the concentration at half of the fitted maximal effect; % of control where 0% means no effect; nearly all actives have a fitted effect of over 60% in size
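In this reporter-derepression format, murine cells bearing a silenced integrated CMV-GFP locus incubate with test compound (30 h, 37 C), then are washed and imaged; fluorescent objects of 20–120 um count as induced cells.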
IMPase Li cell: cell-permeable IMPase inhibitors with lithium potentiation | CHO-M1 cells, IP1 TR-FRET (IP-One), carbachol + lithium | Potency, µM (series often up to 59.4 µM), for the others: at the top dose activity, negative = IMPase inhibition, most hits filed as inhibitors | hit rate 0.35% among 210,000;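 further: IP1 builds up when IMPase is blocked and the TR-FRET signal falls; potency means the concentration at half of the fitted maximal effect; plate controls were basal vehicle for no effect and high inhibitor control for full effect; nearly all actives have a fitted effect of over 50% in size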
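CHO cells stably expressing M1 receptor (2000/well) were cultured 16–30 h, then exposed to compounds with a small lithium addition for 30 min at 37C. IP1 was measured by TR-FRET competition; AC50 from Hill fits.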
NPSR antag: neuropeptide S receptor (human) antagonism, cAMP; CHO-NPSR cells, cAMP TR-FRET, antagonist mode; hit rate 1% among 220,000; Q6W5P4; Potency, µM (highest dose often 38.3 µM), for inactives: at the highest dose activity change, negative = inhibition, most hits filed as inhibitors; further: potency means the concentration at half of the fitted maximal effect; on the % scale 0 is the no-effect control and ±100 the full control effect; nearly all actives have a fitted effect of over 50% in size; many of its hits are not listed in these tables
Target sequence (Q6W5P4 whole entry, looked up): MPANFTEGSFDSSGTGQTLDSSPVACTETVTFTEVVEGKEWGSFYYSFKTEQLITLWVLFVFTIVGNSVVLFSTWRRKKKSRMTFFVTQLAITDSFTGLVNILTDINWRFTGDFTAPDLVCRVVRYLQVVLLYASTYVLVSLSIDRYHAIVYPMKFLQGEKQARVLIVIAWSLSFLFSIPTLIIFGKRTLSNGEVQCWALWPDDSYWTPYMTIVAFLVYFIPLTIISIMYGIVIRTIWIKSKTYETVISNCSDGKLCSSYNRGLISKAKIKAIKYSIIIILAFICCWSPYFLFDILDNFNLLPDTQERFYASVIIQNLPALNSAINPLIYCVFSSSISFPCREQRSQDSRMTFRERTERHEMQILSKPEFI
An asterisk follows results filed as active; [ ] = dose if it differs, or a comment. The call rests on the fitted dose curve; in most records, active means well fitted curve in the direction sought with a large enough effect; inconclusive means small, poorly fitted or top-dose-only effect, or another doubt; inactive means no such curve, though single readings can be large; an effect the other way counts as inactive or inconclusive.

COc1cc(/C=N/NC(=O)c2cc(-c3cccn3C)n[nH]2)cc(OC)c1OC was read as CBFb-RUNX1 inh -11%, HttQ103 aggreg inconclusive, Luc counter -1%, L3MBTL1 inh -13%, Epigenetic reg -1.2%, IMPase Li cell 4%[38.3 µM] and NPSR antag -7%[46.1 µM].
COCc1nc(-c2ccc(-c3ccccc3)nc2OC)no1 was read as CBFb-RUNX1 inh 14%, HttQ103 aggreg 0%, Luc counter -2%, L3MBTL1 inh 73%[activator], Epigenetic reg 1.2%, IMPase Li cell 4% and NPSR antag inconclusive.
For O=C(O)c1cccc(S(=O)(=O)Nc2cccc(S(=O)(=O)N3CCCCCC3)c2)c1 the results were CBFb-RUNX1 inh 3%, HttQ103 aggreg 5%, Epigenetic reg -0.4%, IMPase Li cell 6% and NPSR antag 3%.
Cc1cc(C)n(CCC(=O)Nc2cccc(F)c2)n1 was read as CBFb-RUNX1 inh -1%, HttQ103 aggreg -12%, Luc counter 0%, Epigenetic reg -1.1%, IMPase Li cell -7% and NPSR antag 18%.
`Cc1c(C)n(C)c2ccc(C(=O)Nc3cccc4ccccc34)cc12` gave CBFb-RUNX1 inh -3%, HttQ103 aggreg -9%, Luc counter -6%, L3MBTL1 inh -15%, Epigenetic reg 0.8%, IMPase Li cell 3%[38.3 µM] and NPSR antag -25%[46.1 µM].
COc1ccc(NC(=O)Nc2nc3c(s2)CCCC3)cc1 was read as CBFb-RUNX1 inh -6%, HttQ103 aggreg inconclusive, Luc counter 1%, L3MBTL1 inh -14%, Epigenetic reg 0.0%, IMPase Li cell 6% and NPSR antag -6%.
`Nc1nc(SCC(=O)Nc2cccnc2Cl)n[nH]1` gave CBFb-RUNX1 inh 5%, HttQ103 aggreg 22%, Luc counter 6%, L3MBTL1 inh 1%, Epigenetic reg 1.1%, IMPase Li cell -3% and NPSR antag 6%.
CCN1CCN(CCCN(Cc2cccs2)C(=S)Nc2ccccc2C)CC1 was read as CBFb-RUNX1 inh -1%, HttQ103 aggreg -9%, Luc counter -2%, L3MBTL1 inh 8%, Epigenetic reg -1.3%, IMPase Li cell -2% and NPSR antag -3%.
CCN(CC)C(=O)CSc1nc2ncc(Cl)cc2[nH]1 was read as CBFb-RUNX1 inh 1%, HttQ103 aggreg -13%, Luc counter -2%, L3MBTL1 inh 3%, Epigenetic reg -1.1%, IMPase Li cell -16%[38.3 µM] and NPSR antag -11%[46.1 µM].
Screening CC(C)(C)c1ccc(-c2nc3n(c(=O)c2C#N)CCS3)cc1 returned CBFb-RUNX1 inh -7%, HttQ103 aggreg -19%, Luc counter -2%, Epigenetic reg 2.2%, IMPase Li cell -4% and NPSR antag -9%.
`COc1ccc(CCNC(=O)C2CCN(Cc3nc(-c4cccc(Cl)c4)oc3C)CC2)cc1OC` gave CBFb-RUNX1 inh -1%, HttQ103 aggreg -29%, Luc counter 2%, L3MBTL1 inh -4%[11.4 µM], Epigenetic reg 0.0%, IMPase Li cell 30%[38.3 µM] and NPSR antag 5%[46.1 µM].
`CCN(CC)C(=O)Cn1cc(S(=O)(=O)CC(=O)NCCc2ccc(OC)c(OC)c2)c2ccccc21` gave CBFb-RUNX1 inh 2%, HttQ103 aggreg -12%, Luc counter -2%, Epigenetic reg 2.1%, IMPase Li cell -4% and NPSR antag 12%.
Cc1ccc(NC(=O)CCn2cccc2)cc1 was read as CBFb-RUNX1 inh -7%, HttQ103 aggreg 3%, Luc counter -5%, Epigenetic reg -3.2%, IMPase Li cell -3%[38.3 µM] and NPSR antag 0%[46.1 µM].
CC(C)(C)c1ccc(C(=O)NCC(=O)OCC(=O)Nc2ccccc2[N+](=O)[O-])cc1 was read as CBFb-RUNX1 inh 4%, HttQ103 aggreg 11%, Luc counter 2%, L3MBTL1 inh -10%, Epigenetic reg -1.1%, IMPase Li cell 2% and NPSR antag -3%.
Screening CN1CCCN(c2ccc([N+](=O)[O-])cc2)CC1 returned CBFb-RUNX1 inh 3%, HttQ103 aggreg 17%[9.22 µM], Luc counter -4%, L3MBTL1 inh -1%, Epigenetic reg 2.1%, IMPase Li cell 16% and NPSR antag -5%.
Screening CC(=O)/C(C#N)=C1\NC(=O)C(Cc2ccccc2)S1 (stereo unspecified) returned CBFb-RUNX1 inh 1%, HttQ103 aggreg 12%, Luc counter -6%, L3MBTL1 inh 13%, Epigenetic reg -1.1%, IMPase Li cell 9%[38.3 µM] and NPSR antag 2%[46.1 µM].
COCCOC(=O)/C(C#N)=C/c1cn(Cc2ccccc2)nc1-c1cccnc1 was read as CBFb-RUNX1 inh -1%, HttQ103 aggreg 11%[9.22 µM], Luc counter 1%, L3MBTL1 inh inconclusive, Epigenetic reg -0.9%[10.1 µM], IMPase Li cell 1% and NPSR antag -20%.
`O=C1c2ccccc2CC1(Cc1ccccc1)Cc1ccccc1` gave CBFb-RUNX1 inh inconclusive, HttQ103 aggreg inconclusive, Luc counter -3%, L3MBTL1 inh 33%[activator], Epigenetic reg 2.4%, IMPase Li cell 23% and NPSR antag inconclusive.
Screening CC1(C)CC(C(=O)Nc2nccs2)CCO1 (stereo unspecified) returned CBFb-RUNX1 inh 2%, HttQ103 aggreg 4%, Luc counter 2%, Epigenetic reg 0.0%, IMPase Li cell 19%[38.3 µM] and NPSR antag -6%[46.1 µM].
Screening Cc1ccnc(SCc2cc(=O)c(OC(=O)c3ccc(S(=O)(=O)N(C)C)cc3)co2)n1 returned CBFb-RUNX1 inh 2%, HttQ103 aggreg 7%, Luc counter 5%, L3MBTL1 inh 11%, Epigenetic reg 0.0%, IMPase Li cell -3% and NPSR antag 9%.
For Cc1ccc(NC(=O)N2CCC(C(N)=O)CC2)cc1 the results were CBFb-RUNX1 inh 0%, HttQ103 aggreg 4%, Luc counter 2%, Epigenetic reg -1.0%, IMPase Li cell 7%[38.3 µM] and NPSR antag -3%[46.1 µM].
Screening CCN1C(=O)c2ccccc2S(=O)c2ccc(C(=O)N3CCOCC3)cc21 (stereo unspecified) returned CBFb-RUNX1 inh 8%, HttQ103 aggreg -19%[9.22 µM], Epigenetic reg 4.7% and NPSR antag 17%.
O=C1NC(=Nc2ccc(Cl)cc2)SC1Cc1cc(Cl)ccc1Cl (stereo unspecified) was read as CBFb-RUNX1 inh -7%, HttQ103 aggreg 21%, Luc counter -1%, L3MBTL1 inh 2%, Epigenetic reg 1.5%, IMPase Li cell 16% and NPSR antag -34%.
For CCCn1c(=O)c2ccccc2n2c(SCC(=O)c3ccccc3)nnc12 the results were CBFb-RUNX1 inh -2%, HttQ103 aggreg 4%, Luc counter -2%, Epigenetic reg 0.0%, IMPase Li cell 32%[38.3 µM] and NPSR antag -12%[46.1 µM].
`Cc1ccccc1NC(=O)C1c2cccc[n+]2CC(=O)N1Cc1ccc2c(c1)OCO2` (stereo unspecified) gave CBFb-RUNX1 inh 9%, HttQ103 aggreg -19%, Luc counter 8%, Epigenetic reg 0.0%, IMPase Li cell 9% and NPSR antag -17%.
Screening Cc1ccc(CNCc2cccnc2)s1 returned CBFb-RUNX1 inh 2%, HttQ103 aggreg -2%[9.22 µM], Luc counter 1%, L3MBTL1 inh 9%, Epigenetic reg 0.1%, IMPase Li cell 5% and NPSR antag -14%.
Screening CC1CCN(CCOCCOc2ccc(Cl)cc2Br)CC1 returned CBFb-RUNX1 inh 4%, HttQ103 aggreg 5%, L3MBTL1 inh -1%, Epigenetic reg -1.0% and NPSR antag 7%[46.1 µM].
Cc1cc(C)n(CCC(=O)N=Nc2c(O)[nH]c3ccc(Br)cc23)n1 was read as CBFb-RUNX1 inh 2%, HttQ103 aggreg 27%[9.22 µM], L3MBTL1 inh -9%, Epigenetic reg 0.1% and NPSR antag -46%.
`O=c1cc(C(F)(F)F)[nH]c2c(OC(F)(F)F)cccc12` gave CBFb-RUNX1 inh 5%, HttQ103 aggreg -8%[9.22 µM], L3MBTL1 inh 3%, Epigenetic reg 6.8% and NPSR antag -6%[7.67 µM].
`COc1ccc(CC(=O)NNC(=S)Nc2ccc(Br)cc2)cc1` gave CBFb-RUNX1 inh -8%, HttQ103 aggreg -10%, Luc counter 16%, Epigenetic reg -2.0%, IMPase Li cell 11%[38.3 µM] and NPSR antag -15%[46.1 µM].

Continued (2 carried over from the part before).
`O=c1cc(C(F)(F)F)[nH]c2c(OC(F)(F)F)cccc12` gave CBFb-RUNX1 inh 5%, HttQ103 aggreg -8%[9.22 µM], L3MBTL1 inh 3%, Epigenetic reg 6.8% and NPSR antag -6%[7.67 µM].
`COc1ccc(CC(=O)NNC(=S)Nc2ccc(Br)cc2)cc1` gave CBFb-RUNX1 inh -8%, HttQ103 aggreg -10%, Luc counter 16%, Epigenetic reg -2.0%, IMPase Li cell 11%[38.3 µM] and NPSR antag -15%[46.1 µM].
`O=C(CC1S/C(=N/N=C/c2cccnc2)NC1=O)Nc1ccccc1` (stereo unspecified) gave CBFb-RUNX1 inh -1%, HttQ103 aggreg 6%, Luc counter 2%, Epigenetic reg 5.9%, IMPase Li cell -2% and NPSR antag -21%.
Screening CCc1nc2c(cnn2-c2ccc(F)cc2)c(=O)n1-c1ccc(N2CCC(C)CC2)cc1 returned CBFb-RUNX1 inh -4%, HttQ103 aggreg -25%, Luc counter 1%, Epigenetic reg -1.8%, IMPase Li cell 4%[38.3 µM] and NPSR antag -13%[46.1 µM].
CCCCN=C1NN=C(c2ccc3c(c2)OCCO3)CS1 was read as CBFb-RUNX1 inh -17%, HttQ103 aggreg 4%, Luc counter -24%, Epigenetic reg -4.7%, IMPase Li cell 4% and NPSR antag -14%.
For COc1ccc(NC(=O)CN2CCCC(C)C2)c([N+](=O)[O-])c1 (stereo unspecified) the results were CBFb-RUNX1 inh -1%, HttQ103 aggreg 10%, Luc counter 5%, L3MBTL1 inh -15%, Epigenetic reg -1.7%, IMPase Li cell 19%[38.3 µM] and NPSR antag -16%[46.1 µM].
For C/C(=N\NC(=S)Nc1c(C)cccc1C)c1ccc(O)cc1 the results were CBFb-RUNX1 inh -13%, HttQ103 aggreg -24%[9.22 µM], L3MBTL1 inh inconclusive, Epigenetic reg -0.5% and NPSR antag -20%.
Screening COc1ccc(NC(=O)N2CCC(C(=O)c3ccc(F)cc3)CC2)cc1 returned CBFb-RUNX1 inh -3%, HttQ103 aggreg 2%, Luc counter -1%, L3MBTL1 inh 2%, Epigenetic reg -1.2%, IMPase Li cell 0%[38.3 µM] and NPSR antag -8%[46.1 µM].
`CCCCSc1nnc(CSc2ncccn2)n1C` gave CBFb-RUNX1 inh 5%, HttQ103 aggreg -23%, Luc counter -4%, Epigenetic reg -2.3%, IMPase Li cell 1% and NPSR antag 22%.
`Cc1ccc(S(=O)(=O)NCCc2nnc3ccc(SCC(=O)Nc4nc5ccccc5s4)nn23)cc1` gave CBFb-RUNX1 inh 3%, HttQ103 aggreg -23%, Luc counter -6%, L3MBTL1 inh -1%, Epigenetic reg 0.0%, IMPase Li cell 9% and NPSR antag 9%.

Not all compounds are listed, so the mix of outcomes need not match the whole.
